Screening results as filed in PubChem BioAssay.
D2 potentiator = positive allosteric modulators of human D2 dopamine receptor; HEK293 T-REx D2, calcium flux, EC20 dopamine potentiation; potentiation, % at 10 µM; hit rate 0.34% among 340,000; AID 485347;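 active = potentiation over 3 SD above the plate norm, cut at about 30% in these data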; note: 0% is about no effect
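Using a no-wash calcium dye in inducible, force-coupled HEK293 Trex cells expressing D2, we tracked fluorescence each second for 180 s after compound, then for 180 s after EC20 dopamine to detect augmented signalling.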
D1 PAM = potentiators of human D1 dopamine receptor. potentiation, % at 10 µM. HEK293 TREx D1 cells, calcium flux, dopamine EC20 potentiation. hit rate 0.036% among 360,000; in the data active = potentiation above about 30%; note: 0% is about no effect
TRHR agonist = activates the human TRH receptor. AID 493084. hit rate 0.18% among 360,000. P34981. activation, % at 2 µM. TRHR cells, calcium flux fluo-8, FDSS agonist mode; in the data active = activation above about 30%; note: 0% is about no effect
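TRHR-expressing cells, plated overnight in medium with 10% serum, were loaded with fluo-8 calcium dye at room temperature. After a 10 s baseline, library compound was pin-added and calcium release was recorded kinetically (ex 480/em 530) as agonist response.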
RXFP1 agonist = activates the human relaxin receptor RXFP1. Q9HBX9. HEK293T-RXFP1 cAMP TR-FRET, 30 min; response scale: percent of porcine relaxin response, buffer zero. Potency, µM (top dose mostly 57.5 µM), inactives show top-dose activation, most hits filed as activators. hit rate 0.3% among 370,000. AID 2676; note: potency is the fitted concentration of half-maximal effect; % is set by controls: 0 for no effect and ±100 for the full control effect; nearly all actives have a fitted effect of over 60% in size; many of its hits are not listed in these tables
Target sequence (Q9HBX9 whole entry, looked up): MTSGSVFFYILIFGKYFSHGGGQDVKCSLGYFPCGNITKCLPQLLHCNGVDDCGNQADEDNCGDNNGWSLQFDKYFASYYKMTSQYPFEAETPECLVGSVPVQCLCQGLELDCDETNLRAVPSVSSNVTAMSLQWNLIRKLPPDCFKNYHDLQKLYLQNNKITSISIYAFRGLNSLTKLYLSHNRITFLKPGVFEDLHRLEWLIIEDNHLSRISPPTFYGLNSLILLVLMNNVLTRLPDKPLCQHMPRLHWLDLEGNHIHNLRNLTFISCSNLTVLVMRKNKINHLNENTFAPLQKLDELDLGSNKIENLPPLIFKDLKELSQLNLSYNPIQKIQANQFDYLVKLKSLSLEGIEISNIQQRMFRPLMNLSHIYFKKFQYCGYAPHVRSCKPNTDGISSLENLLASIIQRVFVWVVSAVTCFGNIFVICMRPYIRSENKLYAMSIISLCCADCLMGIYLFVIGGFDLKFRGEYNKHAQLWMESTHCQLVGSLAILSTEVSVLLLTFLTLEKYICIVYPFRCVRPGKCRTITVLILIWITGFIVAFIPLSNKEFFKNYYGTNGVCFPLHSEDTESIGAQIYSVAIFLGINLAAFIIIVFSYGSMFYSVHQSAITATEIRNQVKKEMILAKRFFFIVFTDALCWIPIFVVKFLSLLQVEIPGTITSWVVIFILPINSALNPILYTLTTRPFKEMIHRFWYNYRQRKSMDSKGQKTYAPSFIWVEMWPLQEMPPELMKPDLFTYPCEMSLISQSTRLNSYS
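cAMP rise read by TR-FRET after 30 min, 37C compound exposure (up to 58 uM) in RXFP1-transfected HEK293 cells with Ro 20174 present. EC50 from Hill-equation fits, with 29 nM porcine relaxin as 100% and buffer as basal.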
D1 antagonist = blocks dopamine activation of the human D1 receptor; hit rate 3.2% among 360,000; AID 504652; HEK293 TREx D1 cells, calcium flux, dopamine EC80; hits give low values; P21728; activity change, negative = inhibition, % at 10 µM; in the data active = activity change below about -30%; note: % is set by controls: 0 for no effect and ±100 for the full control effect
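Calcium flux readout: force-coupled, inducible Hek293 Trex D1 line, cells induced overnight at 30 C with tetracycline, dye-loaded 30–90 min at RT. Antagonism scored against EC80 dopamine challenge given 180 s after compound.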
Apoferritin bind = candidate novel general anesthetic via apoferritin binding | apoferritin/1-aminoanthracene competitive binding, fluorescence | AID 485281 | Potency, µM (series often up to 77.5 µM), for inactives: at the highest dose activity change, negative = displacement, hits mostly inhibitors | hit rate 0.074% among 350,000 | P02791; note: potency is the fitted concentration of half-maximal effect; % is set by controls: 0 for no effect and ±100 for the full control effect; nearly all actives have a fitted effect of over 20% in size
Target sequence (P02791 2-175 limits assumed): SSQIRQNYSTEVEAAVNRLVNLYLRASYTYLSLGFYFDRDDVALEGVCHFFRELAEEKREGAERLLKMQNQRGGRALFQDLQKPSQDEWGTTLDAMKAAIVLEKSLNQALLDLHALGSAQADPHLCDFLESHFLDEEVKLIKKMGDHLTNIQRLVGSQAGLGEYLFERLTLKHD
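In PBS, apoferritin at 10 uM is loaded with 1-AMA from a 50% saturated solution. After 10 min of compound exposure at ambient temperature, reduced 535 nm fluorescence indicates probe displacement.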
RXFP1 antagonist = antagonists of human relaxin receptor RXFP1; HEK293-RXFP1, relaxin-stimulated cAMP HTRF, 30 min; hits give low values; Q9HBX9; activity change, negative = inhibition, % at 57.5 µM; hit rate 0.59% among 350,000; AID 1259400;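 active = activity change of -60% or lower, but not beyond a set lower limit; inconclusive = change between -60% and -40%, or beyond the set limit; inactive = change above -40%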; note: % is set by controls: 0 for no effect and ±100 for the full control effect
TRHR enhancer = allosterically enhances the human TRH receptor | P34981 | TRHR cells, fluo-8 calcium fluorescence, EC20 TRH enhancement | enhancement, % at 2 µM | hit rate 0.66% among 360,000; in the data active = enhancement above about 30%; note: 0% is about no effect
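TRHR-expressing cells loaded with fluo-8 calcium dye were read kinetically (ex 480/em 530) during compound addition, then stimulated with an EC20 of TRH (10 nM final). Enhancement of the Gq-mediated intracellular calcium response was scored.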
D1 ag = agonists of human D1 dopamine receptor | P21728 | HEK293 T-REx D1 cells, calcium flux, agonist mode | activation, % at 2 µM | hit rate 1% among 360,000; in the data active = activation above about 30%; note: 0% is about no effect
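Inducible HEK293 T-REx D1 cells, force-coupled to calcium signalling, were plated at 4000 cells/well with tetracycline and held overnight at 30 C. After no-wash calcium dye loading, compound-evoked calcium rise over 180 s flagged agonists.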
The depositor's hits bear a star; [ ] = remark or other dose. Unless noted, calls come from the whole dose curve; as a rule, active = well fitted curve in the direction sought with a large enough effect; inconclusive = small, poorly fitted or top-dose-only effect, or another doubt; inactive = no such curve, though single readings can be large; an effect the other way counts as inactive or inconclusive. Not all compounds are listed; rates above refer to the full screens.

For O=C(Nc1ccc(S(=O)(=O)Nc2ccccc2)cc1)C1CC1 the results were D2 potentiator 8, D1 PAM -6, TRHR agonist 0.3, RXFP1 agonist -1.3%, D1 antagonist -4, Apoferritin bind -12%, RXFP1 antagonist 8, TRHR enhancer -1 and D1 ag 17.
`Nc1nc(SCc2ccc(Cl)cc2Cl)ns1` gave D2 potentiator -1, D1 PAM -8, TRHR agonist 0.4, RXFP1 agonist 1.3%, D1 antagonist -25, Apoferritin bind inconclusive, RXFP1 antagonist 0, TRHR enhancer 0 and D1 ag 0.
Screening O=C(NCCC(=O)N1CCN(c2ccccn2)CC1)c1ccc(Br)cc1 returned D2 potentiator -14, D1 PAM -3, TRHR agonist -0.4, RXFP1 agonist 0.4%, D1 antagonist 20, RXFP1 antagonist 2, TRHR enhancer -9 and D1 ag 4.
`COc1ccc(C(=O)/C=C/c2ccc(OC)c(O)c2)c(F)c1` gave D2 potentiator 19, D1 PAM 4, TRHR agonist 0.4, RXFP1 agonist -1.6%, D1 antagonist 0, Apoferritin bind -8%, TRHR enhancer 1 and D1 ag 13.
`NC(=O)SCC(=O)Nc1ccc(Cl)cc1` gave D2 potentiator -4, D1 PAM 1, TRHR agonist 0.5, RXFP1 agonist 1.6%, D1 antagonist 14, Apoferritin bind -13%, RXFP1 antagonist -31, TRHR enhancer -3 and D1 ag 3.
COc1ccc(-c2csc(NC(=O)COc3ccc(N(C)S(=O)(=O)c4ccc(C)cc4)cc3)n2)cc1 was read as D2 potentiator -5, D1 PAM -2, TRHR agonist 0.4, RXFP1 agonist 0.5%, D1 antagonist -15, Apoferritin bind 46%[activator], RXFP1 antagonist 2, TRHR enhancer -1 and D1 ag 2.
`O=C(Nc1ccccc1)N1CCCC1` gave D1 PAM -3, TRHR agonist 0.3, RXFP1 agonist 0.2%, D1 antagonist 7, Apoferritin bind -4%, RXFP1 antagonist -8, TRHR enhancer -1 and D1 ag 0.
Screening COc1ccc(CCNC(=O)COc2ccc(S(=O)(=O)N3CCOCC3)cc2)cc1OC returned D2 potentiator 9, D1 PAM -1, TRHR agonist 0.0, RXFP1 agonist 0.7%, D1 antagonist -5, Apoferritin bind -5%, RXFP1 antagonist 5, TRHR enhancer 0 and D1 ag 1.
Screening Cc1cc(C)c(S(=O)(=O)c2c(C)cccc2C)c(Cl)n1 returned D2 potentiator -1, D1 PAM 1, TRHR agonist -0.2, RXFP1 agonist -2.5%, D1 antagonist -8, Apoferritin bind inconclusive, RXFP1 antagonist 16, TRHR enhancer 10 and D1 ag 0.
Screening Cc1ccc2c(C)c(C(=O)N3CCN(Cc4ccc5c(c4)OCO5)CC3)oc2c1C returned D2 potentiator -7, D1 PAM -2, TRHR agonist 0.3, RXFP1 agonist 1.2%, D1 antagonist 6, Apoferritin bind -2%, RXFP1 antagonist -18, TRHR enhancer -6 and D1 ag 4.
N#CC(Cc1ccccc1)(Cc1ccccc1)C(=O)NN was read as D2 potentiator 3, D1 PAM 1, TRHR agonist 0.9, RXFP1 agonist 0.9%, D1 antagonist -8, Apoferritin bind -1%, RXFP1 antagonist 3, TRHR enhancer 3 and D1 ag 0.
COc1cccc(C(=O)Nc2c3c(nn2-c2ccccc2C)CS(=O)C3)c1OC (stereo not given) was read as D2 potentiator -15, D1 PAM -6, TRHR agonist 0.7, RXFP1 agonist 0.1%, D1 antagonist -24, Apoferritin bind -10%, RXFP1 antagonist 2, TRHR enhancer -1 and D1 ag 0.
`C=CCN=C1CC(C)(C)CC(=O)/C1=C(\O)c1ccccc1` gave D2 potentiator 1, D1 PAM -2, TRHR agonist 0.7, RXFP1 agonist -1.9%, D1 antagonist 0, Apoferritin bind -12%, RXFP1 antagonist 7, TRHR enhancer 2 and D1 ag 2.
`N#Cc1c(-c2ccccc2)nc2n1CCS2` gave D2 potentiator 5, D1 PAM 0, TRHR agonist -0.1, RXFP1 agonist -0.2%, D1 antagonist -9, Apoferritin bind -13%, RXFP1 antagonist -4, TRHR enhancer 2 and D1 ag 3.
Screening CCOC(=O)c1cc2ccccc2n1CCN(CC)CC returned D2 potentiator -17, D1 PAM -9, TRHR agonist 3.9, RXFP1 agonist -0.8%, D1 antagonist -5, Apoferritin bind -3%, RXFP1 antagonist -4, TRHR enhancer -2 and D1 ag 1.
Cc1cc2c(s1)c1cnn(Cc3cc(F)c(F)c(F)c3F)c(=O)c1n2C was read as D1 PAM 13, TRHR agonist 0.0, D1 antagonist -11, TRHR enhancer 2 and D1 ag -2.
CCOc1cc(/C=C2\C(=N)N3N=C(S(=O)(=O)CC)SC3=NC2=O)ccc1OC(=O)c1ccco1 was read as D2 potentiator -8, D1 PAM -3, TRHR agonist 1.5, RXFP1 agonist -0.2%, D1 antagonist 0, Apoferritin bind -15%, RXFP1 antagonist -29, TRHR enhancer -6 and D1 ag 2.
For CC(O)Cc1cn([C@@H](CCCCNC(=O)OC(C)(C)C)C(=O)N2CCN(C(=O)OC(C)(C)C)CC2)nn1 (stereo not given in full) the results were D2 potentiator -2, D1 PAM 4, TRHR agonist 0.2, RXFP1 agonist -0.5%, D1 antagonist -1, Apoferritin bind -5%, TRHR enhancer 0 and D1 ag -3.
CCn1c(SCC(=O)Nc2ccc3c(c2)c2ccccc2n3CC)nnc1-c1ccco1 was read as D2 potentiator 9, D1 PAM 3, TRHR agonist -0.2, RXFP1 agonist 2.0%, D1 antagonist 1, Apoferritin bind -1%, RXFP1 antagonist -25, TRHR enhancer 3 and D1 ag -3.
CCCCC(=O)Nc1nc(C)c(-c2csc(Nc3ccccc3OC)n2)s1 was read as D2 potentiator 3, D1 PAM -5, TRHR agonist 0.3, RXFP1 agonist 1.8%, D1 antagonist -25, Apoferritin bind -14%, TRHR enhancer -3 and D1 ag 3.

Retrieved by structure from above, two records:
CCCCC(=O)Nc1nc(C)c(-c2csc(Nc3ccccc3OC)n2)s1 was read as D2 potentiator 3, D1 PAM -5, TRHR agonist 0.3, RXFP1 agonist 1.8%, D1 antagonist -25, Apoferritin bind -14%, TRHR enhancer -3 and D1 ag 3.
`C=CCN=C1CC(C)(C)CC(=O)/C1=C(\O)c1ccccc1` gave D2 potentiator 1, D1 PAM -2, TRHR agonist 0.7, RXFP1 agonist -1.9%, D1 antagonist 0, Apoferritin bind -12%, RXFP1 antagonist 7, TRHR enhancer 2 and D1 ag 2.

(cont.)
`CCOc1ccc2nc(NC(=O)C34CC5CC(CC(NC(C)=O)(C5)C3)C4)sc2c1` gave D1 PAM -10, TRHR agonist 7.0, RXFP1 agonist 2.3%, D1 antagonist -17, Apoferritin bind 2%, RXFP1 antagonist -30, TRHR enhancer -2 and D1 ag 1.
For COc1ccc(C2N3CC4(C)CN2CC(c2ccccc2)(C3)C4=O)cc1 (stereo not given) the results were D2 potentiator 1, D1 PAM 6, TRHR agonist 0.6, RXFP1 agonist -5.0%, D1 antagonist 2, Apoferritin bind 7%, RXFP1 antagonist -19, TRHR enhancer 3 and D1 ag -1.
`Cc1ccc(NC(C#N)c2ccccc2OCc2ccccc2)cc1` (stereo not given) gave D2 potentiator -3, D1 PAM -1, TRHR agonist 0.0, RXFP1 agonist 0.7%, D1 antagonist 2, Apoferritin bind inconclusive, RXFP1 antagonist -1, TRHR enhancer 6 and D1 ag 3.
COc1cc(NS(=O)(=O)c2ccc(NS(=O)(=O)c3ccc(NC(C)=O)cc3)cc2)nc(OC)n1 was read as D2 potentiator 7, D1 PAM -4, TRHR agonist 0.3, RXFP1 agonist -0.2%, D1 antagonist 8, Apoferritin bind 3%, RXFP1 antagonist -6, TRHR enhancer 6 and D1 ag 1.
Screening Cc1ccc(COC(=O)NCc2cccnc2)cc1 returned D2 potentiator -6, D1 PAM -1, TRHR agonist 0.1, RXFP1 agonist 1.1%, D1 antagonist 15, Apoferritin bind -14%, RXFP1 antagonist -6, TRHR enhancer -1 and D1 ag 0.
For CC(C)CNC(=O)NC(=O)COC(=O)c1cc([N+](=O)[O-])ccc1NCc1ccccc1Cl the results were D2 potentiator 5, D1 PAM -7, TRHR agonist 0.3, RXFP1 agonist 0.9%, D1 antagonist 13, Apoferritin bind -13%, TRHR enhancer -3 and D1 ag 0.
For COC(=O)c1ccc(-c2ccc(CNCC(O)c3ccccc3)o2)cc1 (stereo not given) the results were D2 potentiator 15, D1 PAM -5, TRHR agonist 1.2, RXFP1 agonist 1.6%, D1 antagonist -2, Apoferritin bind -1%, RXFP1 antagonist 10, TRHR enhancer 2 and D1 ag 8.
Screening CCOc1cc(C2C(C#N)=C(N)Oc3n[nH]c(CC)c32)ccc1OCCN1CCOCC1 (stereo not given) returned D2 potentiator -16, D1 PAM 8, TRHR agonist 0.9, RXFP1 agonist 0.5%, D1 antagonist -3, Apoferritin bind -4%, RXFP1 antagonist 7, TRHR enhancer 6 and D1 ag 0.
Screening CCOc1ccc(CCNc2nc3ccc(C)cc3n3cnnc23)cc1OCC returned D2 potentiator 12, D1 PAM -4, TRHR agonist -0.6, RXFP1 agonist 5.3%, D1 antagonist -5, Apoferritin bind -10%, RXFP1 antagonist 4, TRHR enhancer 2 and D1 ag 0.
Screening Cc1cccnc1N(C(=O)Nc1cccc(Cl)c1)C1=NCC(C)(C)S1 returned D2 potentiator -8, D1 PAM -2, TRHR agonist -0.1, RXFP1 agonist 0.7%, D1 antagonist -31*, Apoferritin bind -17%, RXFP1 antagonist -13, TRHR enhancer -4 and D1 ag 1.
Screening O=C1CN(C(=O)COc2ccccc2F)c2ccccc2N1 returned D2 potentiator 1, D1 PAM 0, TRHR agonist -0.1, RXFP1 agonist -1.2%, D1 antagonist -7, Apoferritin bind -7%, RXFP1 antagonist -12, TRHR enhancer -4 and D1 ag 0.
CCOC(=O)c1c(C)c[nH]c1C was read as D2 potentiator -3, D1 PAM -1, TRHR agonist 0.1, RXFP1 agonist -1.8%, D1 antagonist 4, Apoferritin bind -3%, RXFP1 antagonist 12, TRHR enhancer 0 and D1 ag 2.
Screening CCOC(CNC(=O)c1ccc2nc(N3CCC(C)CC3)sc2c1)OCC returned D1 PAM -2, TRHR agonist 0.2, RXFP1 agonist 0.2%, D1 antagonist -8, Apoferritin bind -16%, RXFP1 antagonist -8, TRHR enhancer 1 and D1 ag 1.
Screening COc1ccc(C(=O)NCc2ccc3c(c2)CCN3C(=O)c2ccc(C)cc2)cc1 returned D2 potentiator 1, D1 PAM -2, TRHR agonist -0.6, RXFP1 agonist 1.0%, D1 antagonist -9, Apoferritin bind 0%, RXFP1 antagonist 3, TRHR enhancer 0 and D1 ag 4.
For CC/C(=N/NC(=O)CNc1ccc(Cl)cc1C)c1ccccc1 the results were D2 potentiator -3, D1 PAM 1, TRHR agonist 1.4, RXFP1 agonist -1.2%, D1 antagonist 0, Apoferritin bind -21%, RXFP1 antagonist -8, TRHR enhancer 1 and D1 ag 5.
